# Assay outcomes deposited in PubChem BioAssay by National Center for Advancing Translational Sciences (NCATS).
# N370S GC mod – inhibits or activates N370S mutant glucocerebrosidase. N370S GC spleen homogenate, 4MU-glucoside fluorescence. Potency, µM (top dose mostly 59.4 µM), for the others: at the top dose activity change, negative = inhibition, actives largely listed as inhibitors. actives 0.092% (n = 330,000);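 note: 0% = full enzyme activity and -100% = no enzyme basal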
# TDP1 inh – inhibitors of human tyrosyl-DNA phosphodiesterase TDP1. Q9NUW8. recombinant TDP1, AlphaScreen DNA substrate cleavage. Potency, µM (highest dose often 130 µM), for the others: top-dose activity change, negative = inhibition, most hits filed as inhibitors. actives 0.28% (n = 350,000). AID 485290; note: nearly all actives have a fitted effect of over 40% in size
# Target sequence (Q9NUW8 whole entry, looked up): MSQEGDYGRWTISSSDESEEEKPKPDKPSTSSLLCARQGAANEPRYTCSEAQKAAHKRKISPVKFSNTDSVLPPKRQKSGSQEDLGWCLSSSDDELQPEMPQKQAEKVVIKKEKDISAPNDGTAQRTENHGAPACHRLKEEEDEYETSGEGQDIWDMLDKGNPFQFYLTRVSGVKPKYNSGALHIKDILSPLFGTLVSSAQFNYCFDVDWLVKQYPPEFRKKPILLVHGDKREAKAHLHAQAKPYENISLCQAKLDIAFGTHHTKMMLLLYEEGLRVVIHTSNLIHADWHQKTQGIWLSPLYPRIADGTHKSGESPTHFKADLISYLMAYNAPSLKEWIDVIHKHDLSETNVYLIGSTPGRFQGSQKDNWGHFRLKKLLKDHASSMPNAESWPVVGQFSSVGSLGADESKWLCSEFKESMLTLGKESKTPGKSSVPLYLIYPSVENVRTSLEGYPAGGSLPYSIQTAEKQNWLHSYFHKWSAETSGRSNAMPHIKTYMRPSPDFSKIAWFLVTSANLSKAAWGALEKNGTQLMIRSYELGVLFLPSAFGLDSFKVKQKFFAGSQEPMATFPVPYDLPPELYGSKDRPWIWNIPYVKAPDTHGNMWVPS
#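 AlphaScreen read-out: signal falls as enzyme removes the 3' tyrosine-FITC from a 5'-biotinylated DNA oligo (15 nM, 5 min, RT). Enzyme was E. coli-made recombinant Tdp1 at 1 nM, exposed to compound for 15 min beforehand; beads 10 ug/ml, 10 min.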
# FEN1 inh – inhibitors of human flap endonuclease 1. AID 588795. actives 0.35% (n = 390,000). P39748. Recombinant FEN1 flap cleavage, fluorescence, 15 min. Potency, µM (highest dose often 114 µM), for the others: at the top dose activity change, negative = inhibition, most hits filed as inhibitors; note: nearly all actives have a fitted effect of over 65% in size
# Target sequence (P39748 whole entry, looked up): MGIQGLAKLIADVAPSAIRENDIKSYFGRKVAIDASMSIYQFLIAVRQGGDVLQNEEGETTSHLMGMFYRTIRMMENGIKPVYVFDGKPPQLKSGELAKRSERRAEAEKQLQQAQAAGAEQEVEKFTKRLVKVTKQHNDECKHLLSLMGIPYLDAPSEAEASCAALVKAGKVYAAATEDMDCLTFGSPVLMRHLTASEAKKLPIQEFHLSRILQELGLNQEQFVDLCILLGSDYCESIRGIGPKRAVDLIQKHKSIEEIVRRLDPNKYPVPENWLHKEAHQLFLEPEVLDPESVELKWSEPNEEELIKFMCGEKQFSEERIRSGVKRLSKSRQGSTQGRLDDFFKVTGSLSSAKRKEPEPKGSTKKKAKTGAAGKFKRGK
#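 Steps: FEN1 (10 nM) dispensed; compound added by pin tool; 15 min at room temperature; substrate added to 50 nM final; reads at 0 min and 15 min; data normalized and fitted (four-parameter Hill).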
# * hit, by the source's call; ? = inconclusive; / = not tested or not shown; & = joins results of further samples; [ ] = another dose, or the depositor's remark. Calls come from the whole dose curve; as a rule, active = well fitted curve in the direction sought with a large enough effect; inconclusive = small, poorly fitted or top-dose-only effect, or another doubt; inactive = no such curve, though single readings can be large; an effect the other way counts as inactive or inconclusive. Unless noted, % is set by controls: 0 for no effect and ±100 for the full control effect; potency is the fitted concentration of half-maximal effect. No enrichment for hits. About 0.57% of those tested had a hit in this group.
1) COc1ccc(Cn2nnc3c(=O)[nH]c(C4CCCN(C(=O)c5ccccc5Cl)C4)nc32)cc1OC (stereo not drawn)
2) C=CC[C@@H](CC(=O)N[C@@H](CO)Cc1ccccc1)C(=O)NCCOC(=O)[C@@H](CC=C)Cc1ccc(F)cc1
3) CCCCC[C@H](O)/C=C/[C@@H]1[C@@H](CCCCCCC(=O)O)[C@@H](O)C[C@H]1O
4) CCOC(=O)c1cc(-c2ccc(F)cc2)n(CCC(=O)NC2CCC(C)CC2)c1C (stereo not drawn)
5) CCC(CO)Oc1cc(NCc2ccc(C)c(C)c2)c2ncn(C(C)C)c2c1 (stereo not drawn)
6) COc1ccc(/C=N/NC(=O)Cc2n[nH]c(=O)[nH]c2=O)cc1
7) CCN(CC)C(=O)Oc1c(Cl)cc(Cl)c2cccnc12
8) O=C(Nc1ccc2c(c1)Cc1ccccc1-2)c1ccncc1

Compound,1,2,3,4,5,6,7,8
N370S GC mod,/,/,-2%&1%&-11%,/,/,0%,-19%,-2%
TDP1 inh,-10%,0%,1%&9%&3%,7%,8%,4%,0%,/
FEN1 inh,2%,-6%,2%,-11%,4%,-1%,-1%,3%

9) CCOc1ccc(N(C(=O)c2snc(C(N)=O)c2N)C(C(=O)NCC2CCCO2)c2ccco2)cc1 (stereo not drawn)
10) Cc1nn(C)c2c1c(-c1ccccc1)cc(=O)n2Cc1ccccc1C#N
11) COC(=O)/C(=C\Nc1ccccc1)NC(=O)c1ccc(Cl)cc1Cl
12) CCN(CC)CCNC(=O)C(=O)NCC1OCCN1C(=O)c1ccc2c(c1)OCO2 (stereo not drawn)
13) CCc1ccccc1N(C)C(=O)c1nn(-c2ccc(OC)cc2)c(=O)c2c1c1ccccc1n2C
14) N#Cc1ccccc1Sc1ccccc1C(=O)NCC(c1ccco1)N1CCCC1 (stereo not drawn)
15) O=C(c1cc(COc2ccc(F)cc2Cl)on1)N1CCN(c2cnccn2)CC1
16) Cn1cccc1C(=O)C(=O)Nc1ccc(F)c(F)c1

Compound,9,10,11,12,13,14,15,16
N370S GC mod,-11%,/,4%,-3%,/,-6%,5%,5%
TDP1 inh,0%,-2%,5%,0%,7%,0%[0.505 µM],3%,0%
FEN1 inh,-1%,-3%,-4%,/,16%,1%,3%,-4%

17) Cc1cc(C(=O)CN2C(=O)NC3(CCCCC3C)C2=O)c(C)n1Cc1cccs1 (stereo not drawn)
18) CSc1c(CC(=O)Nc2ccccc2)n(C)c2ccccc12
19) S=C(NCCc1ccccc1)Nc1cnc2ccccc2c1
20) CCCOc1ccc(-c2nc(C#N)c(NCCCn3ccnc3)o2)cc1
21) Cc1nc(/N=C(\N)NC(=O)N2c3ccccc3Sc3ccccc32)nc2ccccc12
22) CSc1nsc(SCC(=O)Nc2nc3ccc(C)cc3s2)n1
23) O=C(NCc1ccccc1Cl)c1ccc(S(=O)(=O)N2CCCC2)cc1
24) CCn1cc(C(=O)O)c(=O)c2cc(F)c(N3CCN(C(=S)NC(=O)c4ccccc4F)CC3)cc21

Compound,17,18,19,20,21,22,23,24
N370S GC mod,-10%,11%,10%,-14%,-7%,10%,/,-5%
TDP1 inh,3%,/,0%,12%,9%,5%,-2%[56.1 µM],4%
FEN1 inh,-11%,-1%,-9%,-6%,1%,-9%,0%,14%

25) CCc1ccccc1NCC(=O)Nc1ccccc1C(=O)OC
26) O=C(c1ccc2c(c1)OCO2)N1CCOCC1
27) COc1ccc(/C=C2\CC/C(=C\c3ccc(OC)cc3OC)C2=O)c(OC)c1
28) CC(C)(C)OC(=O)N1CCN(c2ccc(CNC(=O)c3ccc(Cl)cc3)cc2)CC1
29) O=C(O)CCc1ccc(-c2cccs2)n1NC(=O)c1cccs1
30) COc1ccc(CCNC(=O)CCn2c(=O)c3cccn3c3cccnc32)c(OC)c1OC
31) CCc1ccccc1Nc1nc(N)nc(COC(=O)CCNS(=O)(=O)c2ccccc2)n1
32) O=C(Nc1ccc(F)c(F)c1)c1ccccc1-c1ccccc1

Compound,25,26,27,28,29,30,31,32
N370S GC mod,17%,-1%,-6%,7%,-9%,/,-1%,-8%
TDP1 inh,5%,-2%,2%,2%,-10%,0%,-4%,0%
FEN1 inh,-17%,-5%,15%,-10%,11%,13%,-13%,-7%

# Quoted from the results shown for reference:
18) CSc1c(CC(=O)Nc2ccccc2)n(C)c2ccccc12
19) S=C(NCCc1ccccc1)Nc1cnc2ccccc2c1
20) CCCOc1ccc(-c2nc(C#N)c(NCCCn3ccnc3)o2)cc1
21) Cc1nc(/N=C(\N)NC(=O)N2c3ccccc3Sc3ccccc32)nc2ccccc12
22) CSc1nsc(SCC(=O)Nc2nc3ccc(C)cc3s2)n1
23) O=C(NCc1ccccc1Cl)c1ccc(S(=O)(=O)N2CCCC2)cc1
24) CCn1cc(C(=O)O)c(=O)c2cc(F)c(N3CCN(C(=S)NC(=O)c4ccccc4F)CC3)cc21
25) CCc1ccccc1NCC(=O)Nc1ccccc1C(=O)OC
26) O=C(c1ccc2c(c1)OCO2)N1CCOCC1
27) COc1ccc(/C=C2\CC/C(=C\c3ccc(OC)cc3OC)C2=O)c(OC)c1

Compound,18,19,20,21,22,23,24,25,26,27
N370S GC mod,11%,10%,-14%,-7%,10%,/,-5%,17%,-1%,-6%
TDP1 inh,/,0%,12%,9%,5%,-2%[56.1 µM],4%,5%,-2%,2%
FEN1 inh,-1%,-9%,-6%,1%,-9%,0%,14%,-17%,-5%,15%

28) CC(C)(C)OC(=O)N1CCN(c2ccc(CNC(=O)c3ccc(Cl)cc3)cc2)CC1
29) O=C(O)CCc1ccc(-c2cccs2)n1NC(=O)c1cccs1
30) COc1ccc(CCNC(=O)CCn2c(=O)c3cccn3c3cccnc32)c(OC)c1OC
31) CCc1ccccc1Nc1nc(N)nc(COC(=O)CCNS(=O)(=O)c2ccccc2)n1
32) O=C(Nc1ccc(F)c(F)c1)c1ccccc1-c1ccccc1

Compound,28,29,30,31,32
N370S GC mod,7%,-9%,/,-1%,-8%
TDP1 inh,2%,-10%,0%,-4%,0%
FEN1 inh,-10%,11%,13%,-13%,-7%

# (next part)
33) Cc1coc2c1c(C)cc1oc(=O)c(CC(=O)NCCc3ccc(Cl)cc3)c(C)c12
34) COc1cc2c(cc1OC)CN(C(=O)c1cc(S(=O)(=O)N3CCOCC3)ccc1C)CC2
35) COc1ccc(CCC(=O)Nc2nc3c(s2)CN(C)CC3)cc1OC
36) Cc1ncn(-c2ccc(C(=O)Oc3ccccc3)cn2)n1
37) COc1cc(OC)cc(N2C(=O)N(Cc3ccc(C(C)(C)C)cc3)c3ccccc3S2(=O)=O)c1
38) O=[N+]([O-])c1ccc(N2CCN(c3ccccc3F)CC2)nc1
39) CN1CCN(CCCNC(=O)Cn2ncc3c4ccccc4n(C)c3c2=O)CC1
40) COc1ccc(C(C)(C)C)cc1NC(=O)CCCN1C(=O)CN(C)C1=O

Compound,33,34,35,36,37,38,39,40
N370S GC mod,/,-14%,1%,-12%,/,-13%,-9%,-18%
TDP1 inh,9%,/,-1%,3%,3%,/,-5%,-10%
FEN1 inh,13%,-2%,14%,8%,-15%,1%,-3%,-9%

41) Cc1ccc(-n2c(SCC(=O)NCc3ccco3)nc3c(sc4ccccc43)c2=O)cc1
42) CCc1ccc(C(=O)C(C)OC(=O)CNS(=O)(=O)c2ccc(C)cc2)cc1 (stereo not drawn)
43) COC(=O)c1ccc(NC(=S)NCCCN2CCCC2=O)cc1
44) CC(=O)c1cccc(OCc2cc(C(=O)N(C)CCc3cnn(C)c3)no2)c1
45) CCOC(=O)c1ccc(NC(=O)CSc2nc(C)nc3c2c(=O)n(C)c(=O)n3C)cc1
46) CCC(C)(C)NC(=O)C(c1ccccc1F)N(Cc1ccco1)C(=O)Cn1nnc2ccccc21 (stereo not drawn)
47) CN1CCN(C(=O)c2ccccc2-c2nc(-c3ccccc3)no2)CC1
48) CCOc1ccccc1CNC(=O)CN1C(=O)CCn2nc(-c3cn(C)c4ccccc34)cc21

Compound,41,42,43,44,45,46,47,48
N370S GC mod,-3%,1%,4%,0%,-5%,-13%,-8%,/
TDP1 inh,0%,/,0%,4%,5%,4%,-1%,9%
FEN1 inh,-3%,4%,5%,20%,17%,5%,3%,1%

49) Cc1ccc(C(C2=C(O)CC(C)(C)CC2=O)C2C(=O)CC(C)(C)CC2=O)o1 (stereo not drawn)
50) O=C1NCCCC1C(=O)N/N=C/c1ccc(Cl)cc1 (stereo not drawn)
51) O=C(CSc1nnnn1C1CCCC1)N1CCCCC1
52) Clc1ccc(-c2nnc(-c3ccc(Br)o3)o2)c(Cl)c1
53) N/C(=N\N=C\c1ccco1)SC1CC(=O)N(c2ccc(C(=O)O)cc2)C1=O (stereo not drawn)
54) CCOC(=O)N1CCN(C(=O)CSc2nnc(-c3c[nH]c4ccccc34)n2CCOC)CC1
55) O=C(NC1CCCC1)c1ccc2c(c1)N(Cc1ccccc1)CCS2
56) Cc1cccc(C2=N[C@@H](Cc3ccccc3)CO2)c1

Compound,49,50,51,52,53,54,55,56
N370S GC mod,-11%,4%,-2%,?,-2%,3%,?,-12%[89.1 µM]
TDP1 inh,-9%,3%,4%,0%,-4%,1%,4%,5%[234 µM]
FEN1 inh,8%,3%,-4%,23%,-5%,1%,10%,/

57) CCOCCn1cnc2sc(C(=O)NCCCN3CCOCC3)c(C)c2c1=O
58) COc1cccc(C(C(=O)NCC2CCCO2)N(C(=O)Cn2nnc3ccccc32)c2ccc(NC(C)=O)cc2)c1OC (stereo not drawn)
59) CC(=O)OCC(=O)[C@@]1(O)CCC2C3CCC4=CC(=O)CC[C@]4(C)C3C(O)C[C@]21C (stereo partly drawn)
60) NC(=O)C1CCCN(Cc2ccc(Cl)cc2)C1 (stereo not drawn)
61) COc1ccccc1CCNC(=O)c1ccc2nc[nH]c2c1
62) C=CCOC(=O)N[C@@H](c1ccc(Br)cc1)C(C(C)=O)C(C)=O
63) Cc1cccc(CS(=O)(=O)Cc2ccc(C(=O)NC3CCCC3)o2)c1
64) CC1(CCC(=O)N2CCCC(Nc3ccc(F)cc3)C2)CC1 (stereo not drawn)

Compound,57,58,59,60,61,62,63,64
N370S GC mod,-8%,-5%,-2%,23%,-9%,-1%,-7%,-2%
TDP1 inh,2%,-4%,9%,-12%,?,3%,4%,6%
FEN1 inh,-3%,0%,/,7%,-8%,/,-3%,18%

65) CC(C)(C)OC(=O)NCC(=O)Oc1cc2oc(=O)cc(-c3ccccc3)c2cc1Cl
66) C/C(CC(=O)Nc1ccc(N(C)C)cc1)=N\NC(=O)c1ccc(Cl)cc1Cl
67) Cc1nn(CC(=O)NCc2ccccc2Br)c(=O)c2cc3occc3n12
68) N#Cc1c(N)sc2c1CCN(C(=O)OCc1ccccc1)C2
69) COCCn1c(N)c(N(Cc2ccccc2)C(=O)CSCC(=O)Nc2ccc(OC)cc2)c(=O)[nH]c1=O
70) O=C(COc1ccc(F)cc1)NC1CC(=O)N(c2ccc3c(c2)OCCO3)C1 (stereo not drawn)
71) Cc1ccc(/C=N/NC(=S)NC2CCCCC2)o1
72) Cn1c(=O)c2c(nc(SCC(=O)Nc3ccccc3N3CCCCC3)n2C)n(C)c1=O

Compound,65,66,67,68,69,70,71,72
N370S GC mod,-3%,0%,/,28%,-14%,/,4%,16%
TDP1 inh,3%,/,-5%,5%,/,3%,-1%,5%
FEN1 inh,11%,15%,20%,-3%,4%,9%,-1%,-26%

73) CCC(C)n1c(SCC(=O)/C(C#N)=C(\C)N)nc2ccccc2c1=O (stereo not drawn)
74) NC(=S)NNc1cccc(Cl)c1
75) Cc1ccc(S(=O)(=O)N2C(=O)C(c3ccccc3)SC2=Nc2ccccc2)cc1 (stereo not drawn)
76) CCN1C(=O)c2ccccc2Sc2ccc(NC(=O)COc3ccc(Cl)cc3)cc21
77) CCC(Sc1nncn2c1cc1sccc12)C(=O)Nc1cccc(OC)c1 (stereo not drawn)

Compound,73,74,75,76,77
N370S GC mod,6%,12%,3%,/,/
TDP1 inh,3%,5%,1%,11%,0%
FEN1 inh,-19%,0%,6%,-21%,-22%
